influenza NS1A = H1N1 influenza NS1A inhibitors, functional cell based assay (AID 504329); inhibition, % at 12.5 µM; hits with a dose series show IC50 in µM; actives 0.3% (n = 340,000); NS1A functional cell-based assay, percent inhibition; higher % means a stronger effect; in the data active = a potency from the dose series; inconclusive = inhibition above about 27% without an active follow-up result; also: strong numbers were not always called active
M. tuberculosis HTS = M. tuberculosis growth inhibition, HTS (AID 449762); M. tuberculosis H37Rv growth inhibition, 7H9 media; higher % means a stronger effect; inhibition, % at 25 µM; hits with a dose series show IC50 in µM; actives 0.59% (n = 330,000); in the data active = a potency from the dose series; inconclusive = inhibition above about 70% without an active follow-up result;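 also: bacterial growth assessed after seven days of incubation; strong numbers were not always called active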
VEEV TC-83 Vero = inhibitors of VEEV TC-83 cytopathic effect, confirmation, Vero cells (AID 588727) | Vero cells, VEEV TC-83 cytopathic effect inhibition; higher % means a stronger effect | inhibition, % at 20 µM, or IC50 in µM where a hit was titrated | actives 0.13% (n = 350,000); in the data active = a potency from the dose series; inconclusive = inhibition mostly from about 14% at the one dose, without a potency; inactive = the rest, 99 in 100 with inhibition below about 12%; also: strong numbers were not always called active
PhoP GFP inhibition = PhoP regulon inhibitors, Salmonella typhi PhoP promoter GFP reporter, confirmatory (AID 1850); Salmonella Typhi PhoP-promoter GFP reporter, fluorescence, 4 h; higher % means a stronger effect; one-dose inhibition, % at 50 µM; IC50 in µM for titrated hits; actives 0.33% (n = 310,000); in the data active = a potency from the dose series; inconclusive = inhibition mostly from about 25% at the one dose, without a potency; inactive = the rest, 99 in 100 with inhibition below about 19%;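 also: 0% = induced wells with vehicle and 100% = uninduced wells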
tuberculosis growth = growth inhibition of non-replicating M. tuberculosis (AID 488890); Mycobacterium tuberculosis non-replicating, growth inhibition; higher % means a stronger effect; inhibition, % at 25 µM; hits with a dose series show IC50 in µM; actives 0.39% (n = 320,000); in the data active = a potency from the dose series; inconclusive = inhibition mostly from about 82% at the one dose, without a potency; inactive = the rest, 99 in 100 with inhibition below about 76%;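 also: plate controls were DMSO cells for no effect and high antibiotic wells for full effect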
VEEV TC-83 Vero 10K pilot screen = second read-out of VEEV TC-83 Vero, no call of its own (marks repeat the call); inhibition, %; measured here: 10K pilot screen inhibition
Starred values were filed as active, the others as inactive; i = inactive; ? = inconclusive; . = not tested or not shown. Random draw from the library (roughly 1.5% active in at least one column).

SMILES	influenza NS1A	M. tuberculosis HTS	VEEV TC-83 Vero	PhoP GFP inhibition	tuberculosis growth	others
O=C1CC(N2CCSCC2)C(=O)N1c1ccccc1 (configuration not stated)	2%	-6%	i	7%	.
COc1ccc(-c2csc(NC(=O)CSc3n[nH]c(C)n3)n2)cc1	-15%	0%	i	1%	23%
Cc1ccc(C(C)C)c(OCC(O)CN2CCc3ccccc3C2)c1 (configuration not stated)	-2%	19%	i	-1%	79%
N#Cc1c(Nc2ccccc2C(F)(F)F)s[nH]c1=O	.	-6%	3.5%	5%	9%
O=C(c1ccc(Cl)c(S(=O)(=O)N2CCOCC2)c1)N(c1ccccn1)C1CCCCC1	-4%	3%	1.4%	-8%	16%
Cc1cc(=O)n(C(C)Cc2ccccc2)n1C(C)Cc1ccccc1 (configuration not stated)	8%	.	2.5%	.	.
Cc1ccc(-n2nc3ccc(NC(=O)/C=C/c4ccco4)cc3n2)cc1C	15%	10%	1.9%	-7%	26%
O=C(NCc1cccc(Cl)c1)c1ccco1	2%	-4%	i	-4%	63%
O=C(CSc1nc(C2CC2)nc2ccccc12)Nc1ccccc1Cl	-1%	16%	2.2%	8%	-10%
CCOc1ncccc1C(=O)OCC(=O)Nc1ccc(-c2nc3ccc(C)cc3s2)cc1	-14%	-6%	4.9%	-18%	-5%
CC(C)COC(=O)C(N)C(C(=O)OCC(C)C)c1ccccc1 (configuration not stated)	1%	4%	2.0%	0%	-4%
Cc1ccc(C)c(NC(=O)CCC(=O)NN=C2CCCC2)c1	-8%	-3%	6.3%	17%	11%
Cc1ccc(NC(=O)C2CCCN2C(=O)OCc2ccccc2)c(O)c1 (configuration not stated)	0%	-8%	1.8%	5%	-4%
O=C(NNc1ncc(C(F)(F)F)cc1Cl)c1c(Cl)cccc1Cl	-2%	-13%	4.2%	-1%	-14%
CC(=O)c1ccc[n+](CC(=O)NC(C)c2ccccc2)c1 (configuration not stated)	-24%	2%	0.1%	-2%	-3%
CCCCCSc1nnc(N)s1	-3%	?	1.0%	3%	?
COC(=O)c1cc2c(ccn2C)n1C	-9%	4%	0.8%	2%	6%
Cc1cc(NC(=O)CN2C(=O)C3CC=CCC3C2=O)no1 (configuration not stated)	-2%	-4%	6.3%	-4%	30%
Oc1c(N=NC(=S)Nc2ccccc2F)c2ccccc2n1Cc1ccccc1F	-1%	5%	3.1%	0%	-2%
Cn1c(SCC(=O)NC2CCCCC2)nnc1-c1cc2cc(Cl)ccc2o1	-2%	9%	0.3%	-16%	-8%
Nc1nnnn1CC(=O)N/N=C/c1cccs1	-20%	-3%	0.3%	-20%	6%
CC(=O)C(C)n1c(CN2CCN(C(=O)c3ccco3)CC2)nc2c1c(=O)n(C)c(=O)n2C (configuration not stated)	6%	6%	1.9%	-6%	-8%
O=[N+]([O-])c1cc([N+](=O)[O-])c(Oc2c(F)cc(F)cc2F)cc1NN1CCCCC1	14%	8%	0.7%	-3%	5%	VEEV TC-83 Vero 10K pilot screen=0.0
CC(=NCCN1CCCCC1)c1c(O)n(-c2ccc(Cl)cc2)c(=O)[nH]c1=O	1%	-6%	2.3%	8%	5%
COCCN(C(=O)COC(=O)CCCOc1ccc(OC)cc1)c1c(N)n(Cc2ccccc2)c(=O)[nH]c1=O	-4%	-1%	i	-4%	-3%
O=C(NCc1ccc(Cl)cc1)c1ccccc1Oc1ccccc1	-3%	52%	i	-9%	57%
COc1cc(/C=C/C(=O)OCC(=O)N2CCC(C)CC2)ccc1O	-9%	0%	1.9%	-1%	7%
O=c1[nH]c(=O)n(C(c2ccccc2)(c2ccccc2)c2ccccc2)cc1N(CCO)CCO	0%	.	3.1%	.	.
N#CCSc1nc2sccc2c(=O)n1-c1ccccc1	-5%	3%	0.3%	10%	18%
COc1cccc(Cc2n[nH]c(=S)n2Cc2ccco2)c1	2%	5%	0.9%	-5%	0%
NC(=O)C1CCN(C(=O)COc2ccc3c4c(c(=O)oc3c2)CCC4)CC1	-6%	-3%	1.6%	-3%	-6%
COc1ccc(NS(=O)(=O)c2ccc3oc(SC(C)C(N)=O)nc3c2)cc1 (configuration not stated)	-9%	-4%	0.8%	-10%	8%
CN1CCN(S(=O)(=O)c2ccc(C(F)(F)F)cc2)C(c2ccccc2)C1 (configuration not stated)	-2%	7%	1.3%	.	9%
O=C(NC1CCN(Cc2ccccc2)CC1)c1cncc(Br)c1	-2%	-3%	i	23%	-9%
COc1ccc(/C=C(/NC(=O)c2ccco2)C(=O)N2CCCCC2)cc1	-5%	-3%	2.0%	-16%	-3%
COc1ccc(-c2[nH]n(-c3ccc([N+](=O)[O-])cc3)c(=O)c2C=NCCN2CCNCC2)cc1	.	26%	.	3%	9%
CCC(=O)c1ccc(OCCn2cnc3ccccc32)cc1	7%	-1%	0.5%	5%	68%
CC(C)(C)c1ccc(-c2c(C#N)c(N)nc3c2CCCC3)s1	-3%	-3%	5.2%	2%	-4%
Cc1c(Cl)c([N+](=O)[O-])nn1CCCC(=O)Nc1c(C)n(C)n(-c2ccccc2)c1=O	6%	-13%	2.4%	9%	-5%
COc1cc(CCC(=O)NCC2CCCO2)cc(OC)c1OC (configuration not stated)	-7%	4%	1.3%	-8%	10%
COc1ccccc1-c1nc(C#N)c(N2CCc3ccccc3C2)o1	21%	-2%	1.5%	-7%	4%
C#CCOCCOCCOCCNc1nc(N2CCN(C(=O)Cn3cc(CCCCN)nn3)CC2)nc(N2CCN(C(=O)[C@H](CCCCN)n3cc(CCCC)nn3)CC2)n1	-1%	-3%	0.9%	-4%	7%	VEEV TC-83 Vero 10K pilot screen=2.8
O=C(NCc1ccc2c(c1)OCO2)c1ccc(S(=O)(=O)N2CCOCC2)cc1	.	-3%	0.8%	11%	-6%
O=C(N/N=C/c1ccc(N2CCCCC2)o1)c1ccccc1[N+](=O)[O-]	7%	-6%	0.6%	3%	8%
COc1ccc(N2C(=O)CCC(C(=O)N3CCOCC3)C2c2ccc(F)cc2)cc1 (configuration not stated)	-2%	-1%	5.2%	-16%	-15%
N#C/C(=C/c1cccs1)c1ccccn1	-9%	-2%	0.3%	-2%	-3%
O=C(Nc1ccc(C2SCCS2)cc1)c1ccccc1	.	-13%	.	0%	-2%
Fc1ccc2nc3[nH]c4ccccc4c3nc2c1	-7%	4%	4.7%	-16%	16%
COc1ccc(NC(=O)C2CCCN(c3ncnc4onc(-c5ccc(F)cc5)c34)C2)cc1 (configuration not stated)	1%	2%	1.5%	-1%	29%
[O-][n+]1onc2c1CCC(=N/O)/C2=N\Nc1ccccc1	.	2%	.	1%	14%

Continued:
SMILES	influenza NS1A	M. tuberculosis HTS	VEEV TC-83 Vero	PhoP GFP inhibition	tuberculosis growth	others
CC(=O)Nc1ccc(S(=O)(=O)NCC2CCC(C(=O)NC3CCCCCC3)CC2)cc1 (configuration not stated)	2%	-1%	i	-3%	-15%
Cc1ccc(OCc2cc(C(=O)N3CCCC3)no2)cn1	10%	10%	7.6%	-2%	13%
COc1ccc(CCNC(=O)C2CCCN2C(=O)Nc2ccc(F)cc2)cc1OC (configuration not stated)	-1%	-1%	0.4%	3%	4%
CCCN(C(=O)Cc1c(C(=O)O)n(C)c2ccccc12)c1cccc(C)c1	-8%	10%	i	-5%	26%
CC(C)C(=O)Nc1cccc(NC(=O)c2cccc(F)c2)c1	-7%	-1%	0.5%	-4%	-8%
Cc1c(-c2ccccc2)nc2ccccc2c1C(=O)Oc1ccc([N+](=O)[O-])cc1	-27%	5%	i	-5%	8%
CCOC(=O)CN1C(=O)COc2ccc(C(C)(C)C)cc21	12%	.	i	-3%	.
CN(C)CCCNC(=S)N(CCCO)Cc1cc2cc3c(cc2[nH]c1=O)OCO3	-1%	4%	i	4%	-6%
CCCCNC(=O)Cn1c(=O)c2c(ncn2CC)n(Cc2ccccc2)c1=O	-1%	4%	0.3%	-2%	-9%
Cc1cccc(C)c1NC(=O)c1cn(-c2ccccc2)nc1-c1ccccc1	-6%	7%	i	-3%	3%

Random excerpt: 2 compounds from above.
SMILES	influenza NS1A	M. tuberculosis HTS	VEEV TC-83 Vero	PhoP GFP inhibition	tuberculosis growth	others
CCCN(C(=O)Cc1c(C(=O)O)n(C)c2ccccc12)c1cccc(C)c1	-8%	10%	i	-5%	26%
Cc1cccc(C)c1NC(=O)c1cn(-c2ccccc2)nc1-c1ccccc1	-6%	7%	i	-3%	3%

(further entries)
SMILES	influenza NS1A	M. tuberculosis HTS	VEEV TC-83 Vero	PhoP GFP inhibition	tuberculosis growth	others
CCc1ccc(NC(=O)[C@H](Cc2c[nH]c3ccccc23)NC(=O)[C@@H]2Cc3ccccc3CN2)cc1	2%	-1%	?	-2%	-1%
Cc1sc(NC(=O)CSC2=NCCS2)nc1-c1ccccc1	7%	2%	1.5%	1%	10%
Cc1ccsc1C(=O)OCC(=O)c1cc(C)n(C)c1C	-6%	1%	2.5%	.	-2%
COC(=O)c1c(NC(=O)Cc2cccs2)sc(C)c1C	2%	4%	3.1%	-7%	10%
CS(=O)(=O)c1ccc(Cl)c(NC(=O)COC(=O)c2cccc(C#N)c2)c1	-12%	-1%	1.3%	10%	-7%
CC1=C(C(=O)OC2CCCCC2)C(c2cccc([N+](=O)[O-])c2)NC(=O)N1 (configuration not stated)	-10%	7%	0.4%	-5%	11%
CCOC(=O)C1=C(C)c2ccccc2OC1(C(=O)OCC)c1ccccc1 (configuration not stated)	-16%	.	i	.	.
COC(C[C@H]1O[C@H]1[C@@H](O)[C@@H](C)OCc1ccccc1)OC	0%	.	i	.	.
O=c1[nH]c2cc([N+](=O)[O-])c(NCCO)c([N+](=O)[O-])c2[nH]1	.	2%	0.6%	14%	7%
C/C(=N\NC(=O)c1nn(C)c(C)c1Br)c1ccc(NC(=O)c2ccc(C)s2)cc1	16%	21%	0.1%	-1%	39%
Cn1c(SCc2ccc(F)cc2)nnc1-c1ccncc1	-5%	4%	0.2%	14%	19%
CCO[C@H]1OC(C(=O)N2CCCCCCC2)=C[C@@H](C2CCCCC2)[C@@H]1CCCO	-7%	5%	2.7%	11%	1%
CC1=C(C(=O)O)N2C(=O)C(NC(=O)Cc3ccccc3)C2SC1 (configuration not stated)	-10%	-7%	0.2%	-16%	-19%
Cc1ccc(/C=N/NC(=O)c2nnn(-c3nonc3N)c2CN(C)C)o1	10%	-7%	1.4%	0%	-4%
CCN(CC)CC(O)COCCC12CC3CC(CC(C3)C1)C2 (configuration not stated)	-8%	-4%	0.8%	-9%	5%
COc1ccc(CC(=O)Nc2nc3ccc(F)cc3s2)cc1S(=O)(=O)N1CCOCC1	5%	1%	6.9%	-1%	7%
CC(c1ccccc1)n1c(N2CCN(C)CC2)nc2c1c(=O)[nH]c(=O)n2C (configuration not stated)	-8%	-3%	0.5%	11%	0%
CSc1ncccc1C(=O)N1CCN(S(=O)(=O)c2ccc(F)cc2)CC1	-2%	-6%	1.4%	12%	-5%
O=C(CCNC(=O)c1ccc(Br)cc1)NCCCc1ccccc1	-15%	-1%	1.8%	-1%	22%
Cc1ccc(C(=O)OC(C)C(=O)NC2CCCCC2C)s1 (configuration not stated)	-8%	-6%	2.1%	.	.

Gathered by group, the compounds so far with a cyano group (six)
SMILES	influenza NS1A	M. tuberculosis HTS	VEEV TC-83 Vero	PhoP GFP inhibition	tuberculosis growth	others
N#Cc1c(Nc2ccccc2C(F)(F)F)s[nH]c1=O	.	-6%	3.5%	5%	9%
N#CCSc1nc2sccc2c(=O)n1-c1ccccc1	-5%	3%	0.3%	10%	18%
CC(C)(C)c1ccc(-c2c(C#N)c(N)nc3c2CCCC3)s1	-3%	-3%	5.2%	2%	-4%
COc1ccccc1-c1nc(C#N)c(N2CCc3ccccc3C2)o1	21%	-2%	1.5%	-7%	4%
N#C/C(=C/c1cccs1)c1ccccn1	-9%	-2%	0.3%	-2%	-3%
CS(=O)(=O)c1ccc(Cl)c(NC(=O)COC(=O)c2cccc(C#N)c2)c1	-12%	-1%	1.3%	10%	-7%

The list goes on:
SMILES	influenza NS1A	M. tuberculosis HTS	VEEV TC-83 Vero	PhoP GFP inhibition	tuberculosis growth	others
COc1ccc(N(CC(=O)Nc2cccnc2)S(=O)(=O)c2ccc(C)cc2)cc1Cl	-7%	8%	0.9%	2%	15%
CC1CCc2c(sc3ncnc(NCCN4CCOCC4)c23)C1 (configuration not stated)	9%	1%	7.7%	-13%	.
O=C1c2ccccc2S(=O)(=O)N1Cc1ccccc1[N+](=O)[O-]	21%	-10%	0.9%	1%	7%
CN(C)CCCNC(=O)c1ccc(=O)[nH]n1	2%	-7%	6.0%	2%	-1%
CCN(CC)c1nc2n(c(=S)n1)CCS2	-1%	0%	1.4%	11%	-5%
Cc1ccc(OCC(=O)Nc2cccc(S(=O)(=O)NC3=NCCCCC3)c2)cc1C	-3%	-5%	6.9%	-5%	25%

Source: PubChem BioAssay (Southern Research Specialized Biocontainment Screening Center)
